# High-throughput results deposited in PubChem BioAssay by Broad Institute.
# Xi reactivation – X-chromosome reactivation activator; XiGFP mouse fibroblasts, % GFP-positive cells imaging, 3 d; cells co-treated with 5-aza-dC sensitizer; scaled so ellipticine positive control = 100%; activation, % at 7.58 µM; AID 743238; actives 0.055% (n = 360,000);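 active = mean normalized replicate activation at least 10% and every replicate at or above 10%; inconclusive = only one of the two criteria met; inactive = mean below 10% and not all replicates reach 10%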;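 note: 0% = median of on-plate neutral control wells and 100% = ellipticine 6 µM median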
#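 Schedule: 3 d treatment, 15 min room-temperature fixation; system: 68-5-11 XiGFP fibroblast line; buffer or medium: DMEM plus 5-aza-dC sensitizer; control set: ellipticine 6 µM positive control; compound: one concentration, pinned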
# GSIS activator – GLuc luminescence reporter in INS-1E cells, primary screen for activators of glucose-dependent secretion of insulin | AID 743287 | actives 0.61% (n = 370,000) | activation, % at 16.6 µM | INS-1E GLuc reporter insulin secretion, 2-3 h;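 active = lowest replicate activation of at least 40%, so every replicate reaches that level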;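 note: 0% = median of neutral control wells and 100% = median of IBMX positive control wells; some compounds called inactive have numbers as strong as hits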
# RAD54 inh – RAD54 (human) branch migration inhibition; Q92698; RAD54 Holliday junction branch migration, FAM/BHQ fluorescence; inhibition, % at 10.4 µM; actives 0.14% (n = 360,000); AID 602329;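 active = mean normalized replicate activity at least 40 and at least half of replicates scoring 40 or more; inconclusive = only one of the two criteria met; inactive = mean below 40 and under half of replicates reaching 40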;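 note: 0% = median of neutral control wells and 100% = median of positive control wells; inhibitors cause a drop in the FAM fluorescence signal; in these data hits start at about 50%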
# E-selectin induc – induces E-selectin expression in human endothelial cells. P16581. HUVEC E-selectin immunofluorescence imaging; normalized: neutral wells 0, TNF-alpha wells 100. activation, % at 7.58 µM. actives 0.37% (n = 260,000). AID 686992;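 active = mean E-selectin-positive cell signal at least 10% of the positive control, reached in at least 60% of replicates, without over 20% cell loss; inconclusive = no rule given, readout overlaps actives, possibly toxicity-flagged; inactive = the rest, including those meeting only one limit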;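 note: in these data hits start at about 27%; measured in HUVEC primary endothelial cells; signal is the percent of cells scored E-selectin positive by PE staining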
# Target sequence (P16581 whole entry, looked up): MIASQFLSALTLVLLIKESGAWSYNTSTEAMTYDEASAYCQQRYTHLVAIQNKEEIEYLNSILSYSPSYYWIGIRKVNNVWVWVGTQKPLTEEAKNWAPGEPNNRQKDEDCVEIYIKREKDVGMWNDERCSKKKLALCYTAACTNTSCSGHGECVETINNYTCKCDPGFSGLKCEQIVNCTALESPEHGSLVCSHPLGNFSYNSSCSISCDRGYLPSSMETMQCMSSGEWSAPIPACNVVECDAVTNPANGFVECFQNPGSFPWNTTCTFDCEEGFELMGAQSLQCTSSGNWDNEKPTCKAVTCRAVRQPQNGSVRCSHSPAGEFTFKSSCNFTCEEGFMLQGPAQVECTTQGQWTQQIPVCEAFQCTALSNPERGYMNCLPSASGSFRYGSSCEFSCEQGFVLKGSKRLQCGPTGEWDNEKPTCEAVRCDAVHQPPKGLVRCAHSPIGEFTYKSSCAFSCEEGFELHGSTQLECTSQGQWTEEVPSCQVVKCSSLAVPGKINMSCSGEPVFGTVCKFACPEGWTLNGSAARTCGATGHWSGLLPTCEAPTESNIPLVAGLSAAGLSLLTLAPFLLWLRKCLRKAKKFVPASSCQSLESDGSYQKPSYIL
#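 Assay system: HUVEC, human umbilical vein endothelial cells / Amount: 3,000 HUVEC/well / Controls: TNF-alpha positive control, DMSO neutral control / Compound dosing: single concentration / Medium: EGM-2 over gelatin coat / Evaluation: percent E-selectin-positive cells / Signal: immunofluorescence imaging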
# F508del corr – CFTR F508del correction in bronchial cells. CFBE cells, YFP halide quenching; stimulated with forskolin plus potentiator P3; % fluorescence drop versus neutral controls. activity (quench increase), % at 7.58 µM. actives 0.36% (n = 350,000). AID 720511;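 active = mean added fluorescence quench of at least 8% versus neutral control, with both replicates also reaching 8%; inconclusive = only one of the mean or replicate conditions met; inactive = mean below 8% and not both replicates reaching 8%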;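 note: cells transiently co-express mutant CFTR-F508del with the halide-sensitive YFP; corrector assay measuring rescue of mutant channel to the surface after 24 h compound exposure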
# RAD52 anneal inh – RAD52 (human) annealing inhibition; P43351; recombinant RAD52 DNA annealing, FRET fluorescence; inhibition, % at 18.7 µM; actives 0.46% (n = 360,000); AID 651710;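 active = every replicate showing at least 50% inhibition; inconclusive = mean inhibition at least 50% but not in every replicate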
# Target sequence (P43351 whole entry, looked up): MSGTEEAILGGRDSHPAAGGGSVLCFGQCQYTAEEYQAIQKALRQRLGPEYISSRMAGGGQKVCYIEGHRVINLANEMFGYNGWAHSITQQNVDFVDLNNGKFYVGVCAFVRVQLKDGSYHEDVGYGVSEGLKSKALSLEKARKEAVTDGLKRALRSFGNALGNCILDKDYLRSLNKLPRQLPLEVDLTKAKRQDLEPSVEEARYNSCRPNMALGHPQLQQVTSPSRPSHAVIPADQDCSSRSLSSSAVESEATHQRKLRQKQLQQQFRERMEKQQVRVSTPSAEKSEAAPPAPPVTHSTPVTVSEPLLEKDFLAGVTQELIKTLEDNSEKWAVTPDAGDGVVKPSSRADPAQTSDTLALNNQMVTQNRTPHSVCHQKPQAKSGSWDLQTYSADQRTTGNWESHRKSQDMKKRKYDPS
# CASP6 VEID inh – blocks human caspase-6 cleavage activity. P55212. purified caspase-6, Z-VEID-R110 cleavage fluorescence. inhibition, % at 12.5 µM. actives 0.53% (n = 350,000);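 active = mean inhibition across replicates at least about 35%, with every replicate also reaching that limit, limit read from the data; inconclusive = only one of the two criteria met; inactive = neither criterion met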;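 note: 0% = median of neutral control wells and 100% = no fluorescence left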
# DENV2 CPE – inhibitors of DENV2 cytopathic effect; DENV2-infected cells, cytopathic effect rescue, plate reader; CPE inhibition, % at 9.99 µM; actives 1.7% (n = 350,000); AID 651640; in the data active = CPE inhibition above about 20%, passing the limit was not always enough; inconclusive = no clear call, values can overlap the other calls; tested in BHK-21 cells;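 note: 0% = median of neutral control wells and 100% = median of positive control wells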
# * hit, by the source's call; ? = inconclusive; nt = no result given.
SMILES,Xi reactivation,GSIS activator,RAD54 inh,E-selectin induc,F508del corr,RAD52 anneal inh,CASP6 VEID inh,DENV2 CPE
CC(NS(=O)(=O)c1cccc(C(=O)O)c1)C12CC3CC(CC(C3)C1)C2 (centres undefined),0.0,-13,-6,0.0,-1.9,-6,9,8
CC1CCN(S(=O)(=O)c2cc3c4c(c2)CCN4C(=O)CC3)CC1,0.0,17,-3,nt,0.0,-4,21,?
CC(=O)Nc1ccc(NC(=O)C2CCCN2C(=O)NC2CCCCC2)cc1 (centres undefined),0.0,-1,3,nt,1.5,-14,-3,-2
CC1CCN(C(=O)CSCC(=O)O)CC1,0.2,2,nt,-0.1,nt,-4,4,0
O=C(COc1ccc(S(=O)(=O)NC2CCCCC2)cc1Cl)NCc1cccnc1,nt,-21,6,nt,nt,-8,1,nt
Cc1ccc(C)c(-c2csc(NC(=O)C3=COCCO3)n2)c1,0.0,-48,nt,0.0,-0.1,-33,3,16
CO[C@@H]1CN(C)C(=O)c2ccc(NC(=O)Cc3ccccc3)cc2OC[C@H](C)NC[C@H]1C,0.0,-2,6,0.0,2.4,18,-4,2
CC(=O)c1ccc(Cc2ccc(C(C)=O)s2)s1,0.0,3,-15,0.3,5.0,-2,-3,8
Oc1ccc2ccccc2c1C=NC1CCCCC1,0.3,-12,nt,nt,3.3,2,14,0
Brc1cccc(-c2nc3c4ccccc4ccn3c2Cc2ccccc2)c1,0.0,3,-3,0.2,0.5,-83,-2,20
C=C(C)CNC(=S)N/N=C(\C)c1ccc(OC)cc1,0.3,-6,-1,nt,nt,-7,4,nt
Cc1ccccc1N1CCN(C2CCCN(C(=O)CCC(F)(F)F)C2)CC1 (centres undefined),-0.1,4,-13,nt,3.2,0,2,?
COc1ccc(S(=O)(=O)Oc2ccc3cccc(N)c3c2)cc1,0.0,nt,-1,nt,1.4,1,0,12
O=C(CCc1ccccc1)NNc1ccc(F)cc1,0.1,-19,nt,-0.2,0.5,4,1,10
CCN(CC)Cc1c(O)ccc2occ(C(=O)c3ccccc3)c12,0.0,-15,-11,nt,1.1,4,1,12
CCCNC(=O)Nc1ccc2c(c1)C(=O)N(C)C[C@H](OC)[C@H](C)CN(C(=O)C1CCOCC1)[C@@H](C)CO2,0.0,16,6,0.0,-3.9,-3,-2,12
CN1C(=O)c2cc(NC(=O)c3ccc(F)c(F)c3)ccc2OC[C@H]2O[C@H](CC(=O)N[C@@H]3CCN(Cc4ccccc4)C3)CC[C@@H]21,0.1,2,10,0.1,nt,11,1,0
COc1ccc(NC(=S)N2CCN(S(=O)(=O)c3ccc(F)cc3)CC2)cc1OC,0.3,10,2,nt,-0.5,-8,1,-4
Cc1ccc(C(=O)NCC(=O)Nc2ccc(Cl)cc2)s1,0.0,2,-11,-0.2,2.7,-15,0,4
COc1ccc(NS(=O)(=O)c2ccc(OCC(=O)N3CCOCC3)cc2)cc1Cl,0.9,-3,-5,-0.4,4.0,1,-8,-7
CCOC(=O)c1sc(NC(=O)c2c(CC)noc2C)nc1C,1.3,6,-2,-0.3,14*,-9,3,-4
CCc1ccc(CCC(=O)N2CCN(S(=O)(=O)c3sc(C(=O)O)c(C)c3C(=O)O)CC2)cc1,-0.1,-1,6,nt,-2.3,1,5,-1
O=C(CCC(=O)N1CCN(S(=O)(=O)c2cccc(F)c2)CC1)c1cccs1,-0.1,11,-7,nt,-1.5,-29,nt,3
C[C@H](CO)N1C[C@H](C)[C@H](CN(C)S(C)(=O)=O)Oc2ccc(NS(=O)(=O)c3ccc(F)cc3)cc2C1=O,-0.1,6,nt,-2.9,-1.1,nt,nt,nt
COc1cc(NC(=O)CN(C)Cc2cccc(F)c2)c(C)cc1[N+](=O)[O-],0.2,7,nt,3.3,2.0,-2,1,6
Fc1ccccc1N1CCN(C(c2ccncc2)c2nnnn2C2CCCC2)CC1 (centres undefined),nt,1,-5,nt,0.9,-65,-4,0
Cc1cccc(NC(=O)CSc2nc3ccccc3c(=O)n2CC2CCCO2)c1 (centres undefined),0.1,-14,-6,-0.9,1.3,-17,-1,-6
CN(C(=O)c1cccc(NC(=O)Cc2cccc(NC(=O)C3CCCN(C(=O)c4ccccc4)C3)c2)c1)C1CCC1 (centres undefined),nt,-7,-3,0.0,3.5,-2,5,-2
CO[C@@H]1CN(C)C(=O)c2ccc(NC(C)=O)cc2OC[C@H](C)N(C(=O)c2ccc(F)cc2)C[C@H]1C,0.0,3,-5,0.3,-1.7,-3,1,-7
N#CC1=C(N)OC2=C(C(=O)CCC2)C1c1ccoc1 (centres undefined),0.0,4,nt,nt,1.9,-16,3,-2
CCOc1ccc2[nH]c3nc(SCC(=O)NCC4CCCO4)nnc3c2c1 (centres undefined),0.1,13,-5,nt,0.5,-7,2,-6
COC(=O)c1ccc2[nH]c(C(C)(C)O)c(C)c2c1,0.0,nt,-5,0.0,3.3,-15,-1,-2
Cc1cc(C)cc(NC(=S)NN)c1,0.0,4,6,-0.2,1.4,-1,10,1
COc1ccccc1OCC(=O)Nc1cc(S(=O)(=O)N2CCOCC2)ccc1N1CCCCC1,0.2,nt,-7,-0.9,-0.9,-63,-1,-5
Cc1ccc2nc(N(CCCN(C)C)C(=O)c3ccc4ncsc4c3)sc2c1,0.1,35,5,nt,1.1,5,-14,-3
O=S(=O)(NC[C@@H]1[C@@H](c2ccccc2)[C@H](CO)N1CC1CC1)c1ccccc1,0.2,3,0,0.0,3.8,-24,-7,14
O=C(NC1CC2CCCC(C1)N2S(=O)(=O)c1ccccc1)C1CCCCC1 (centres undefined),nt,-10,6,nt,-0.8,1,0,2
C#CCOCCOCCOCCNc1nc(N2CCN(C(=O)C([C@@H](C)CC)n3cc(C(N)COC(=O)C(F)(F)F)nn3)CC2)nc(N2CCN(C(=O)[C@H](Cc3ccc(O)cc3)n3cc(C(N)[C@H](C)CC)nn3)CC2)n1 (some centres undefined),0.1,3,nt,-0.3,0.0,37,-1,18
O=C(/C=C/c1ccc2c(c1)OCCO2)c1ccc(O)cc1,nt,8,8,0.6,1.4,-11,8,0
O=S(=O)(Nc1ccccc1N1CCOCC1)c1cccs1,0.2,26,-4,nt,-0.4,-13,0,-2
Cc1nn(C)cc1CNCc1ccc(OCC(O)CN(C)Cc2ccccc2)cc1 (centres undefined),0.1,-5,-34,0.2,0.5,3,-38,2
Cc1cc(C)n2nc(C(=O)N3CCCC(Nc4ccc(C(C)C)cc4)C3)cc2n1 (centres undefined),0.0,21,-11,nt,-0.5,-16,1,13
CC1CN(C(=O)c2ccc([N+](=O)[O-])s2)CC(C)O1 (centres undefined),0.0,-2,5,-0.6,-0.1,-23,1,-1
C[C@H](CO)N1C[C@H](C)[C@H](CN(C)Cc2ccc(C(=O)Nc3ccccc3N)cc2)Oc2ccc(NS(=O)(=O)c3cccs3)cc2CC1=O,0.1,16,-6,59*,4.7,-1,0,-11
NC(=O)c1cc([N+](=O)[O-])ccc1NCc1cccc(N)c1,1.2,-5,-2,-0.1,-1.5,-62,-3,-12
O=C(NCc1nc(-c2ccc(C(F)(F)F)cc2)no1)Nc1ccc(OC(F)(F)F)cc1,0.3,-42,11,-0.1,0.9,0,-2,-16
CC(C)Oc1cc(N)c(Cl)cc1Cl,0.0,5,nt,nt,3.8,-10,-5,-3
N#C[C@@H]1[C@H](c2ccc(C#CC3CCCC3)cc2)[C@H](CO)N1C(=O)c1cccc(F)c1,0.0,-39,nt,0.0,2.3,-38,-1,?
CC(=O)c1c(C)cc(C)c(CSc2ccccn2)c1C,0.0,-3,-4,nt,0.3,-9,-1,3
CN(C1CCCCC1)S(=O)(=O)c1ccc(C(=O)N2CCN(c3nc4ccccc4s3)CC2)cc1,?,17,16,-2.8,nt,nt,nt,nt
O=C(Cc1c(F)c(F)c(F)c(F)c1F)Nc1nc(-c2ccccc2)cs1,0.4,-4,5,-5.2,-2.2,-15,-1,-5
CCc1ccc(C(=O)CSc2nnc(C)c(=O)[nH]2)cc1,nt,0,-4,nt,-3.2,-10,-1,-3
O=C(c1cccnc1)N1CCCCN2[C@@H](CO)[C@H](c3ccc(C#Cc4cccnc4)cc3)[C@@H]2C1,0.0,8,2,-0.1,-0.8,nt,nt,nt
CC(C)CC(=O)N(Cc1ccc(F)cc1)C1CCS(=O)(=O)C1 (centres undefined),0.2,2,4,13,-1.1,-10,8,2
Cc1nc(SCC(=O)NC2CCS(=O)(=O)C2)c2c3c(sc2n1)CCCC3 (centres undefined),0.0,0,6,0.1,-2.1,-12,0,6
CCOC(=O)Cn1cnc2c(cnn2-c2ccccc2)c1=O,-0.1,-2,-7,0.9,3.1,-13,0,1
COc1ccc(S(=O)(=O)N2CCN(CCOc3ccc(Br)cc3)CC2)cc1OC,-0.1,-26,-5,nt,-0.9,-2,4,-14
Cc1[nH]c2ccccc2c1C(c1ccncc1)N1CCN(c2ccc(F)cc2)CC1 (centres undefined),-0.1,-29,14,0.9,nt,nt,nt,nt
COc1ccc(Br)cc1CNc1ccc2[nH]c(=O)[nH]c2c1,0.2,9,nt,nt,-1.1,-8,9,-4
Cc1cc(-c2ccc(C(C)C)c(S(=O)(=O)N3CCC(C)CC3)c2)on1,0.2,-21,-6,nt,-1.5,-14,-2,10

# Later entries.
SMILES,Xi reactivation,GSIS activator,RAD54 inh,E-selectin induc,F508del corr,RAD52 anneal inh,CASP6 VEID inh,DENV2 CPE
CC1(C)Cc2c(sc(/N=C/N3CCCCCC3)c2C#N)C(C)(C)N1,0.0,1,nt,1.7,-1.0,-9,3,1
COc1ccc(CCNC(=O)CCc2ccc(S(=O)(=O)NCC(C)C)cc2)cc1OC,0.0,nt,nt,-1.2,-0.5,-3,0,-2
O=c1[nH]c(=O)n(C2OC(CO)C(O)C(O)C2O)cc1F (centres undefined),nt,nt,nt,nt,-3.1,-1,3,68*
O=C(/C=C/c1ccccc1[N+](=O)[O-])c1ccc(F)cc1,0.0,17,4,0.0,-2.4,-25,5,-8
O=C(Nc1cc2cccc([N+](=O)[O-])c2oc1=O)c1cccs1,0.2,17,nt,nt,-2.5,-5,1,-1
CC(C)CN1CCN(CCCc2ccccc2)C(CCO)C1 (centres undefined),0.0,-2,-3,nt,3.7,-4,2,-2
C[C@@H]1CN([C@H](C)CO)S(=O)(=O)c2ccc(C#CCN(C)C)cc2O[C@H]1CN(C)C(=O)C1CC1,-0.3,9,nt,-0.8,0.4,nt,nt,nt
O=C1NC(=O)C(c2ccccc2)(c2ccc(Cl)cc2Cl)N1 (centres undefined),0.3,-34,7,-2.9,0.2,4,5,-7
COc1cc2cc(CN(CCN3CCOCC3)C(=O)Nc3ccc(F)cc3)c(=O)[nH]c2cc1OC,0.0,10,9,-1.0,-1.2,9,3,-2

# 3 entries already listed, sorted by count of non-hydrogen atoms, high to low:
SMILES,Xi reactivation,GSIS activator,RAD54 inh,E-selectin induc,F508del corr,RAD52 anneal inh,CASP6 VEID inh,DENV2 CPE
COc1ccc(S(=O)(=O)N2CCN(CCOc3ccc(Br)cc3)CC2)cc1OC,-0.1,-26,-5,nt,-0.9,-2,4,-14
COc1ccc(Br)cc1CNc1ccc2[nH]c(=O)[nH]c2c1,0.2,9,nt,nt,-1.1,-8,9,-4
N#CC1=C(N)OC2=C(C(=O)CCC2)C1c1ccoc1 (centres undefined),0.0,4,nt,nt,1.9,-16,3,-2
